AID2073 = inhibitors of Mint1-CaV2.2 protein interaction, biochemical, HTRF (AID 2073). HTRF protein-protein interaction, Mint1-CaV2.2; higher % means a stronger effect. one-dose inhibition, % at 20 µM; IC50 in µM for titrated hits. actives 0.19% (n = 290,000); in the data active = inhibition mostly above about 51%, no sharp cut-off; note: some results filed as inactive read as strong as hits
CSM14.1 death rescue = rescue of cells from ER stress-induced death, primary screen, 384-well, CSM14.1, thapsigargin, ATP luminescence (AID 1222); CSM14.1 thapsigargin-induced death rescue, ATP luminescence; higher % means a stronger effect; one-dose cellular ATP content (survival), % at 20 µM; EC50 in µM for titrated hits; 190,000 tested, under 10 active;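 active = EC50 below 50 µM in the dose-response confirmation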;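 note: death triggered by thapsigargin at about 15 µM added after 2 h compound pretreatment; cell ATP read after overnight thapsigargin exposure of roughly 18 to 22 hours; normalized against plate controls of thapsigargin alone and 5% DMSO vehicle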
NOD2 inhibition = NOD2 signaling inhibitors, cell-based, luminescence, uHTS, HEK293 (AID 1566) | HEK293 NOD2/NF-kB luciferase reporter, luminescence; higher % means a stronger effect | actives 0.63% (n = 290,000) | inhibition, % at 4 µM; hits with a dose series show EC50 in µM; note: many of its hits are not listed in these tables
Lipid droplet = modulators of hepatic lipid droplet formation; AML12 mouse hepatocytes, oleate lipid droplets, BODIPY imaging; inhibition, % at 6.5 µM; actives 0.4% (n = 240,000);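 active = lipid droplet intensity inhibited by at least 50%, with more than 500 cells counted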
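Test system: AML12 mouse liver cells; schedule: overnight exposure; technique: high-content imaging of BODIPY-stained droplets and DAPI nuclei; read-out: % inhibition of corrected integrated BODIPY droplet signal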
Siah-1 displacement = blockers of Siah-1 interaction with plectin peptide – biochemical, fluorescence polarization, rhodamine-plectin, uHTS, primary screen (AID 1817). Siah-1 / rhodamine-plectin peptide fluorescence polarization; higher % means a stronger effect. one-dose displacement, % at 20 µM; IC50 in µM for titrated hits. actives 0.02% (n = 290,000);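 active = displacement of at least 50% at 20 µM, with a fluorescence ratio check between 0.3 and a set limit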;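 note: plate controls were Siah plus tracer with DMSO for no effect and tracer alone without Siah for full effect; strong numbers were not always called active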
M1AAP inhibition = P. falciparum M1AAP inhibitors, biochemical, fluorogenic H-Leu-NHMec substrate, 1536-well (AID 1445). inhibition, % at 30 µM, or IC50 in µM where a hit was titrated. recombinant M1AAP, H-Leu-NHMec fluorogenic kinetic assay; higher % means a stronger effect. actives 0.42% (n = 220,000);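 active = primary inhibition above the hit cutoff, then over 50% inhibition at one or more dose response concentrations, cut at about 23% in these data, passing the limit was not always enough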;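 note: plate controls were DMSO full reaction for no effect and no enzyme background for full effect; strong numbers were not always called active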
P. falciparum M17LAP = P. falciparum M17LAP inhibitors, primary screen, biochemical, fluorogenic H-Leu-NHMec substrate, 1536-well (AID 1619); recombinant M17LAP, H-Leu-NHMec fluorogenic kinetic assay; higher % means a stronger effect; actives 0.38% (n = 220,000); one-dose inhibition, % at 30 µM; IC50 in µM for titrated hits;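 active = compound inhibiting the enzyme by more than half at any dose during confirmatory dose-response retesting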;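 note: plate controls were full reaction with DMSO carrier for no effect and no enzyme background for full effect; strong numbers were not always called active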
LYP phosphatase = PTPN22 lymphoid phosphatase activity blockers – biochemical, fluorescence intensity, uHTS (AID 1779); actives 0.054% (n = 290,000); inhibition, % at 11.5 µM, or IC50 in µM where a hit was titrated; recombinant LYP phosphatase, fluorescence intensity; higher % means a stronger effect;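 note: plate controls were vehicle with enzyme for no effect and no enzyme for full effect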
XIAP antagonists = small molecules displacing peptide from XIAP – biochemical, IAP family, fluorescence polarization (AID 1018). XIAP BIR domain, fluorescence polarization peptide displacement; higher % means a stronger effect. displacement, % at 20 µM, or IC50 in µM where a hit was titrated. actives 0.007% (n = 200,000); in the data active = displacement above about 50%; note: a part of the inactive calls stands beside numbers as strong as those of hits
Lipid droplet cells 6.5 µM = further read-out of Lipid droplet, marked with its call; cell count; measured here: cell count, cytotoxicity flag;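 cells counted across two imaged fields per well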
The depositor's hits bear a star; x = not tested or not shown. Cut-off read from the data, not from the text of the source, unless noted: active = inhibition above about 50%; inactive = the rest.

canonical_smiles | AID2073 | CSM14.1 death rescue | NOD2 inhibition | Lipid droplet | Lipid droplet cells 6.5 µM | Siah-1 displacement | M1AAP inhibition | P. falciparum M17LAP | LYP phosphatase | XIAP antagonists
CC(=O)C1=C(O)CC(c2ccccc2)CC1=NCCc1ccccc1 (stereo unspecified) | 6% | -0.4% | 4% | 4 | 687 | -2% | 1% | -1% | -4% | -5.8%
COc1ccc(-c2nc(CS(=O)CC(=O)N3CCc4ccccc4C3)c(C)o2)cc1 (stereo unspecified) | 1% | -0.7% | 12% | x | x | -2% | 4% | 27% | 0% | -6.6%
O=C(c1ccc(F)cc1)N1CCN(c2cnn(-c3ccccc3)c(=O)c2Cl)CC1 | -2% | -1.3% | 13% | 2 | 651 | -2% | 3% | -2% | -2% | -4.0%
Cc1ccccc1S(=O)(=O)N1CCN(C)CC1 | 10% | x | -2% | -5 | 834 | 0% | x | x | -6% | x
COc1ccc(NC(=O)c2sc(-c3ccccc3)nc2C)c(OC)c1 | 29% | x | 22% | -7 | 858 | -3% | x | x | -4% | x
CCOc1ccc(C(C)=O)cc1COC(=O)CCc1cc(OC)c(OC)c(OC)c1 | 14% | x | 22% | -32 | 629 | -2% | x | x | -12% | x
COc1ccc(NC(=O)CCc2c(C)nc3nc(C)nn3c2C)cc1 | 4% | -0.7% | 6% | x | x | 4% | 2% | 7% | -7% | -3.7%
CCCCOc1ccc(C(=O)N(C)CC(=O)Nc2ccc(C)cc2)cc1 | 1% | x | 19% | 6 | 844 | -5% | x | x | -4% | x
CC1C(=NO)C(C)C(c2ccc(N(C)C)cc2)NC1c1ccc(N(C)C)cc1 (stereo unspecified) | 36% | -0.4% | -5% | x | x | 3% | -4% | 3% | 5% | -1.9%
O=C(CSc1nnnn1-c1cccc(F)c1)Nc1nc2ccccc2s1 | 5% | -4.3% | 1% | 14 | 771 | 18% | -3% | 3% | -4% | -5.4%
COc1cccc(N2CCN(CC(=O)NC3=Nc4ccccc4N=C(C)C3c3ccccc3)CC2)c1 (stereo unspecified) | 1% | x | 4% | -22 | 695 | 12% | 1% | -8% | 1% | x
O=C(Nc1ccccc1C(=O)O)c1cccc(NC(=O)c2ccc(Br)o2)c1 | 18% | -1.2% | 18% | 20 | 649 | -2% | 12% | 9% | -4% | -4.8%
COCCn1c(SCC(=O)NC(=O)NC(C)(C)C)nc2ccccc21 | -14% | -1.1% | 13% | -13 | 798 | -7% | 12% | 7% | -2% | -7.3%
O=C(Cc1ccc(NS(=O)(=O)c2ccc(F)cc2)cc1)NCc1cccnc1 | 9% | x | 5% | -3 | 741 | 3% | x | x | -4% | x
Cc1nc2ccccc2nc1OCC(=O)NCc1ccc2c(c1)OCO2 | -8% | -1.3% | 3% | x | x | -1% | -1% | 15% | -4% | -20%
C/C(=N\NC(=O)CNc1cccc(C(F)(F)F)c1)c1cccc(Br)c1 | 5% | -2.8% | 3% | -24 | 712 | 6% | 1% | -11% | 0% | -9.7%
CN(C(=O)c1ccc(COc2ccccc2Cl)o1)c1ccccc1 | 7% | x | 27% | -19 | 825 | -4% | x | x | -2% | x
CCOC(=O)N1CCN(C(=O)CNC(=O)C23CC4CC(CC(C4)C2)C3)CC1 | -3% | x | -8% | 1 | 779 | -1% | x | x | 0% | x
Cc1csc(NC(=O)c2cc(-c3ccccc3)nc3ccccc23)n1 | 3% | 2.0% | 13% | -12 | 633 | 3% | 1% | -2% | -5% | 2.1%
CCC(C)NC(=O)C1CCCN(S(=O)(=O)c2ccc3c(c2)CC(C)N3C(C)=O)C1 (stereo unspecified) | 2% | x | 17% | -1 | 709 | 7% | x | x | -6% | x
COc1ccc(-c2nc3nc(SC)nn3cc2C)cc1F | 19% | -0.7% | -2% | 0 | 668 | 2% | 10% | 2% | -4% | -7.5%
O=C(c1ccc(CS(=O)(=O)c2ccc(Br)cc2)o1)N1CCN(c2ccc(F)cc2)CC1 | 15% | x | 27% | -22 | 634 | 1% | x | x | -8% | x
CC(=O)c1cc(CN2CCC(C(=O)Nc3ccc(-n4nc(C)cc4C)cc3)CC2)cs1 | -5% | x | 14% | -40 | 670 | -3% | x | x | -5% | x
CCc1ccc(N2C(=O)Nc3ccc(Br)cc3C2(O)C(=O)NCCN(C)C)cc1 (stereo unspecified) | 12% | x | 2% | 15 | 821 | 3% | x | x | -6% | x
Cc1cc(C(F)(F)F)n2ncc(-c3ccccc3)c2n1 | -7% | x | 7% | 3 | 643 | 4% | 2% | 1% | 1% | -5.6%
CC(=O)N(c1c(C)n(C)n(-c2ccccc2)c1=O)C1(C(=O)NC2CCCCC2)CCCCC1 | -4% | 4.4% | 24% | 1 | 762 | -1% | 17% | -2% | -8% | -19%
CC(C)C(=O)C1=Cc2cc([N+](=O)[O-])ccc2OC1N1CCOCC1 (stereo unspecified) | 6% | x | -8% | -3 | 821 | -1% | x | x | -1% | x
O=C(CSc1nnc(SCc2cccc3ccccc23)s1)N/N=C/c1c[nH]c2ccccc12 | 21% | 0.6% | -19% | 0 | 613 | -1% | 2% | 11% | -1% | -8.4%
Cc1ccc(S(=O)(=O)NCC(=O)NCC(=O)NC(C)c2ccccc2Br)cc1C (stereo unspecified) | -5% | x | 4% | -6 | 717 | 0% | x | x | -1% | x
COc1c(C)cccc1C(=O)NC(=S)Nc1ccc2c(c1)Cc1ccccc1-2 | -3% | 0.6% | 6% | x | x | 2% | -1% | -10% | -5% | -11%
O=c1c2ccccc2c(C=Nc2ccc(S(=O)(=O)N3CCCCC3)cc2)c(O)n1-c1ccc(Cl)cn1 | 19% | 2.5% | -7% | -2 | 640 | 3% | -6% | 14% | 4% | -4.7%
COc1ccc(S(=O)(=O)Nc2ccccc2OC)cc1NC(=O)Cc1cccs1 | -2% | -2.4% | 41% | -85 | 530 | -8% | 4% | 2% | 2% | 4.3%
O=C(NC(=S)Nc1cc(C(F)(F)F)ccc1N1CCOCC1)c1sc2ccccc2c1Cl | 8% | 3.0% | 33% | 9 | 629 | -4% | 3% | -4% | -2% | -16%
Cc1nn(C)c(C)c1CNC(=O)c1cnn2c1NC(c1ccccc1)CC2C(F)(F)F (stereo unspecified) | -7% | -1.0% | 23% | x | x | 0% | -4% | 10% | -12% | -2.9%
O=C(NCc1ccco1)C1(S(=O)(=O)c2ccccc2)CC=CC1 | 6% | x | -13% | 1 | 739 | 4% | x | x | 0% | x
O=C(CN1CCCCC1)Nc1cccc([N+](=O)[O-])c1 | 2% | 2.2% | 4% | x | x | 1% | 8% | 3% | 0% | -2.4%
CCC(=O)NC(=S)Nc1ccc(-c2nc3ccc(C)cc3s2)cc1 | 22% | -1.5% | -40% | 2 | 670 | 0% | 3% | -5% | -6% | -8.9%
NC(=O)Nn1c(CCC(=O)O)ccc1-c1ccc(F)cc1 | 8% | -0.1% | 10% | x | x | -4% | -2% | 5% | -8% | -1.9%
CCCCOc1ccc(S(=O)(=O)N2CCCCC2)cc1 | 11% | x | 1% | -2 | 863 | -3% | x | x | -5% | x
COc1ccc(N2CCN(C(=O)C(=O)c3cn(CC(=O)N4CCCCCC4)c4ccccc34)CC2)cc1 | -7% | x | 22% | -24 | 688 | 14% | x | x | -4% | x
O=c1[nH]c(C2CCCN(S(=O)(=O)c3ccc(F)cc3)C2)nc2c1nnn2Cc1ccccc1 (stereo unspecified) | -1% | -1.6% | 4% | -3 | 679 | 2% | -1% | 5% | -9% | -5.0%
COc1ccc(-n2ncc3c(NC(C)C)ncnc32)cc1 | 20% | -7.8% | 14% | x | x | 4% | -3% | 0% | -5% | -2.5%
O=C(CN1C(=O)CSc2ccc(S(=O)(=O)N3CCOCC3)cc21)NCc1ccc(Cl)cc1 | 3% | x | 18% | -21 | 687 | 0% | x | x | 0% | x
CN(c1ccccc1)S(=O)(=O)c1ccc(Cl)c(C(=O)NCCc2c[nH]c3ccccc23)c1 | 1% | -4.7% | 4% | -12 | 594 | 2% | 0% | 5% | 1% | -7.4%
Cn1c(N2CCCCC2)nc2c1c(=O)n(Cc1cccc(Br)c1)c(=O)n2C | 7% | -1.0% | 19% | x | x | 1% | 1% | 13% | -4% | -2.9%
O=C(CSc1nc2c(sc3ccccc32)c(=O)n1Cc1ccco1)NCC1CCCO1 (stereo unspecified) | -12% | -2.2% | 3% | -26 | 667 | 2% | 5% | 9% | 0% | -10%
CCOC(=O)CN(C(=O)CSc1nnc2c(n1)[nH]c1c(C)cc(C)cc12)c1ccccc1 | 19% | 0.1% | 11% | 18 | 795 | 1% | 1% | -1% | 1% | -4.5%
O=C(CC1C(=O)NCCN1C(=O)Nc1ccc(F)cc1F)Nc1cc(Cl)ccc1Cl (stereo unspecified) | -1% | x | -52% | -75 | 584 | 2% | -6% | 13% | -11% | x
CC(C)(C)c1ccc(-c2ncccc2O)cc1 | -4% | -1.1% | -29% | -31 | 715 | 2% | 14% | -15% | -8% | -2.0%
CCN1C(=O)C(CC(=O)Nc2ccc(OC)cc2)N(CCN2CCOCC2)C1=S (stereo unspecified) | 2% | x | 8% | 10 | 688 | 4% | 6% | -3% | -9% | x

More entries
canonical_smiles | AID2073 | CSM14.1 death rescue | NOD2 inhibition | Lipid droplet | Lipid droplet cells 6.5 µM | Siah-1 displacement | M1AAP inhibition | P. falciparum M17LAP | LYP phosphatase | XIAP antagonists
COc1ccc(S(=O)(=O)N2CCCC(C(=O)NCC3CCCO3)C2)cc1C (stereo unspecified) | 11% | x | -12% | 6 | 869 | -7% | x | x | -1% | x
O=C(Nc1ccc(Cl)cc1[N+](=O)[O-])c1ccc2c(c1)OCCO2 | 14% | x | -71% | 4 | 834 | 0% | x | x | -6% | x
COc1nc(C)ccc1-c1noc(-c2cccnc2)n1 | 8% | x | -7% | -1 | 803 | 4% | x | x | -2% | x
CCOC(=O)C1=C(C)NC(C)=C(C(=O)OCC)C1c1cc(N)ccc1OC(F)F | -10% | x | -3% | -51 | 646 | -4% | 1% | 5% | -1% | -8.6%
CCOc1ccc(OCC(O)CN2CCc3ccccc3C2)cc1 (stereo unspecified) | 1% | x | -19% | x | x | 3% | x | x | -7% | x
CCN1CCN(CC2COc3ccccc3O2)CC1 (stereo unspecified) | 11% | x | 2% | -14 | 693 | -3% | x | x | -5% | x
COc1ccc(-c2noc(CCC(=O)NCC3CCN(Cc4cccc(C)c4)CC3)n2)cc1 | -2% | 1.8% | 26% | -11 | 732 | 3% | 1% | -8% | -10% | -0.2%

Screens from PubChem BioAssay.

A portion of the library; rates above refer to the full screens.
